Bioassay records from PubChem.
3T3 cytotox = cytotoxic compounds in NIH 3T3 cells | NIH 3T3 viability, CellTiter-Glo ATP luminescence, 48-72 h | 4.3% of 94,000 active | Potency, µM (highest dose often 96.7 µM), inactives show top-dose activity change, negative = cytotoxicity, hits mostly inhibitors | AID 1345082; further: potency means the concentration at half of the fitted maximal effect; nearly all actives have a fitted effect of over 55% in size
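ATP-dependent luminescence (CellTiter-Glo) served as the viability signal for NIH 3T3 cells treated with compound for 48 or 72 hr at 37 °C.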
Luciferase inh = Photinus pyralis luciferase inhibition; 2.5% of 76,000 active; purified P. pyralis luciferase, luminescence, biochemical; P08659; AID 1347043; Potency, µM (highest dose often 115 µM), inactives show at the highest dose activity change, negative = inhibition, actives largely listed as inhibitors; further: potency means the concentration at half of the fitted maximal effect; nearly all actives have a fitted effect of over 65% in size
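FLuc 10nM, D-luciferin 10uM, ATP 10uM, Mg acetate 10mM, Tris acetate pH 7.5, Tween/BSA; cpd qHTS; enzyme added last; CCD luminescence.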
IP6K1 inh = inhibitors of human IP6K1 | Q92551 | IP6K1 kinase, ADP-Glo luminescence, 2 h; stronger effect = lower value | activity change, % (series mostly up to about 58 µM) | 0.81% of 140,000 active | AID 1645851; in the data active means activity change below about -25%
Target sequence (Q92551 whole entry, looked up): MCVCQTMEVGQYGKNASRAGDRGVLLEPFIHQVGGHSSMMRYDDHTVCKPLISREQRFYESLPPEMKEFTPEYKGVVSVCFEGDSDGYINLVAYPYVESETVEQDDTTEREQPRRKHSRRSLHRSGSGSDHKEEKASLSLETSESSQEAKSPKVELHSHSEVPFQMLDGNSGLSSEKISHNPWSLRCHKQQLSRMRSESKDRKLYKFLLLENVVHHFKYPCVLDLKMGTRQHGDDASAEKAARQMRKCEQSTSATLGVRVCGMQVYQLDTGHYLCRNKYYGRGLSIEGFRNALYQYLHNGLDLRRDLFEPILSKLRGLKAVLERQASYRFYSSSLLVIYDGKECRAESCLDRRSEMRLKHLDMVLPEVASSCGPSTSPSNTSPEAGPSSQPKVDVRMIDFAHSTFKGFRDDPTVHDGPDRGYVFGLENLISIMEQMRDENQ
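ADP-Glo luminescence measures ADP made by human IP6K1 during a 2 h RT reaction with ATP/IP6 (mix at 1.3 mM/130 uM); top library doses 57.5 and 19.1 uM final.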
HEK cytotox = HEK 293 cell cytotoxicity; HEK 293 viability, ATP luminescence (CellTiter-Glo), 48-72 h; 6.6% of 94,000 active; Potency, µM (titrated, usually from 115 µM), inactives show at the top dose activity change, negative = cytotoxicity, actives largely listed as inhibitors; further: potency means the concentration at half of the fitted maximal effect; nearly all actives have a fitted effect of over 60% in size
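Viability of HEK 293 cells, plated at 250 cells/well, was judged by cellular ATP after compound treatment for 48 or 72 hr. Luminescence was imaged 10 min after CellTiter-Glo addition at room temperature.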
SNCA viab count = reduces viability of HEK-293 SNCA reporter cells. HEK-293-SNCA-luc viability, GF-AFC fluorescence, 24 h. Potency, µM (top dose mostly 57.1 µM), for the others: at the top dose activity change, negative = cytotoxicity, most hits filed as cytotoxic. 0.12% of 150,000 active. AID 1671193;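 further: potency means the concentration at half of the fitted maximal effect; 0% = DMSO-treated cells and -100% = medium-only wells without cells; nearly all actives have a fitted effect of over 30% in size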
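Cytotoxicity counterscreen: after 24 h compound treatment of genome-edited SNCA-luciferase HEK-293 cells, live-cell protease substrate GF-AFC read by fluorescence after 30 min; activity scaled between DMSO (0%) and medium-only (-100%), curves Hill-fitted.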
SNCA expr inh = SNCA gene expression inhibition; Potency, µM (series often up to 57.2 µM), for inactives: at the top dose activity change, negative = inhibition, actives largely listed as inhibitors; HEK-293 SNCA-luciferase knock-in, luminescence, 24 h; 0.17% of 140,000 active;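 further: potency means the concentration at half of the fitted maximal effect; plate controls were DMSO cells for no effect and cell-free wells for full effect; nearly all actives have a fitted effect of over 45% in size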
GPT2 inh = GPT2 alanine aminotransferase inhibition; AID 1671188; Q8TD30; Potency, µM (doses to about 57.7 µM), for inactives: at the highest dose activity change, negative = inhibition, most hits filed as inhibitors; 0.25% of 100,000 active; Recombinant GPT2, coupled pyruvate oxidase/HRP Amplex Red fluorescence; further: potency means the concentration at half of the fitted maximal effect; nearly all actives have a fitted effect of over 60% in size; many of its hits are not listed in these tables
Target sequence (Q8TD30 whole entry, looked up): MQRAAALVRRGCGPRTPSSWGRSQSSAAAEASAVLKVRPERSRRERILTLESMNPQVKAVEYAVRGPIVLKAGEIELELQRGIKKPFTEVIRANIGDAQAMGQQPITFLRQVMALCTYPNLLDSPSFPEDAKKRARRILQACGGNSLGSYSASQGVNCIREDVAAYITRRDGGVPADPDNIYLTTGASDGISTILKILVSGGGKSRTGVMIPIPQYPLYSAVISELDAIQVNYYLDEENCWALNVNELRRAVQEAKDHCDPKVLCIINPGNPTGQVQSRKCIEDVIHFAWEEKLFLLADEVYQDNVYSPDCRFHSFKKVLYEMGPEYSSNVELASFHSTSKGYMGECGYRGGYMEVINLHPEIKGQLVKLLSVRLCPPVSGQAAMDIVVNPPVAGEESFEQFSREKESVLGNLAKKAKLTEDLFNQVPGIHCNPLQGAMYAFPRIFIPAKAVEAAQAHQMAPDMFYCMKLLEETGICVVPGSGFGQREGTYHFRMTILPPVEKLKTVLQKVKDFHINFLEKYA
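GPT2 10ng/uL, a-KG 250uM, L-Ala 2mM, HEPES pH7.5 + 0.0001% Tween; 30 min RT. Then Amplex mix (PO/HRP/ThPP), 30 min RT dark, fluorescence. AOA 50uM used as positive control.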
Numbers without * were called inactive; i = inactive; u = inconclusive; x = no result given; & = joins results of further samples; [ ] = dose if it differs, or a comment. Unless noted, the call rests on the fitted dose curve; in most records, active means well fitted curve in the direction sought with a large enough effect; inconclusive means small, poorly fitted or top-dose-only effect, or another doubt; inactive means no such curve, though single readings can be large; an effect the other way counts as inactive or inconclusive. Unless noted, on the % scale 0 is the no-effect control and ±100 the full control effect. An excerpt; count on the stated rates, not on these rows.

The line under a structure holds: 3T3 cytotox	Luciferase inh	IP6K1 inh	HEK cytotox	SNCA viab count	SNCA expr inh	GPT2 inh
COc1ccc(-c2noc(C(=O)O)c2[C@@H](C)NC(=O)c2cccnc2)cc1
    3%[138 µM]	6%[172 µM]	9	i	0%[87.6 µM]	-15%[87.6 µM]	-7%[88.5 µM]
CCOc1ccccc1NC(=O)N1CCC(C(=O)N2CCCCCCNC(=O)CC2)CC1
    -6%	6%	-11	i	3%	10%	0%
O=S(=O)(c1ccccc1)c1nnn2c1nc(N1CCOCC1)c1ccccc12
    i	x	-1	i	3%	8%	-1%
CCCCOc1cccc(NC(=O)c2cccc(C(=O)Nc3cccc(OCCCC)c3)c2)c1
    x	x	12	x	4%	u	x
Cc1ccc(C)c(N2CCN(C(=O)Cn3nc(Cc4cccnc4)c4ccccc4c3=O)CC2)c1
    x	x	11	x	-6%	-27%	x
Cc1ccc2oc(-c3cccc(NC(=O)c4cccc5c(Br)cccc45)c3)nc2c1
    x	x	11	x	-2%	u	x
Fc1ccccc1N1CCN(c2nc3ccccc3c3nc(-c4ccccc4)nn23)CC1
    x	x	13	x	7%	62%[activator]	x
CN(C)CCCC(=O)N1Cc2ccccc2CC2(CCN(CC3CCOCC3)CC2)C1
    0%	x	5	-1%	-1%	-14%	0%
CCN1C(=O)CCN(C(=O)NCCc2ccccc2)CC12CCOCC2
    -12%	-2%	-9	-21%	-3%	10%	-11%
COc1ccc(NCc2cc3cc4c(cc3n(CC(=O)Nc3ccccc3)c2=O)OCO4)cc1
    x	x	4	x	8%	-18%	x
O=C(NCc1cccnc1)[C@@H]1C[C@@H](O)CN1C1CCN(C(=O)c2ccccc2)CC1
    5%	9%	25	0%	7%	-4%	i
CN1CCCN(C[C@@H]2CN(C(=O)CCn3cccn3)C[C@@H]2CO)CC1
    i	-3%	3	i	-1%	-6%	-8%
CCOCc1nc(C2CCCN(C(=O)c3ccnn3C)C2)no1 (centres undefined)
    -9%	-10%	11	-1%	-8%[12.5 µM]	u	3%
CCc1cccc(NC(=O)c2nnn(Cc3ccc(SC)cc3)c2N)c1
    x	x	12	x	12%	25%	x
Cc1ccc(Cl)cc1-n1ncc2c(NCc3ccc(F)cc3)ncnc21
    x	x	10	x	-6%	-18%	x
COC1CN(c2ccc(C)cc2)C12CCN(C(=O)Cc1ccccc1)CC2 (centres undefined)
    u	-2%	1	u	-2%	-7%	-6%
COc1ccccc1CNC(=O)[C@@H]1CNC[C@H]1COc1cccnc1
    -6%	-6%	0	-2%	10%	-8%	3%
C[S+](=O)([O-])CCn1ncc2cc(OCc3cccc(-c4cncnc4)c3)ccc21
    u	35µM*	-3	u	-3%[87.6 µM]	27%[87.6 µM]	-8%[88.5 µM]
Cc1ccc(Cl)cc1NC(=O)Cn1c(N2CCCCC2)nc(C)c(C)c1=O
    -1%	-4%	19	3%	-8%	18%	3%
COc1ccc2oc(=O)cc(CN3CCN(c4ccccc4F)CC3)c2c1
    x	x	-19	x	0%	18%	x
CC(=O)OCC(=O)NCCCOc1cccc(CN2CCCCC2)c1
    x	x	6	x	28%[23.9 µM]	21%[25.6 µM]	u
Cc1ccc(CNC(=O)CN(c2ccc(C(C)C)cc2)S(=O)(=O)c2c(C)n[nH]c2C)cc1
    x	x	-5	x	-25%	u	x
O=C(c1ccccc1F)N1CCC2(C1)C(=O)N(CCc1ccccc1)c1ccccc12 (centres undefined)
    u	-1%&-5%	-5&19	40µM*	3%&-6%	-18%&-25%	-8%
COc1cccc(C(=O)N2CC(=O)N(Cc3ccccc3)CC(O)C2)c1 (centres undefined)
    u	x	0	-13%	x	x	x
CCOC(=O)C1=CN(CC(=O)Nc2ccccc2C)S(=O)(=O)N=C1C
    i	-5%	-3	6%	30%	-1%	-4%
CC[C@H]1CN(C(=O)c2ccnc(Cl)c2)CC[C@H]1CC(=O)NCc1cccc2ccccc12
    -23%	-6%	2	-7%	9%	20%	i
COc1ccc(C)cc1NS(=O)(=O)c1ccc2c(c1)n(C)c(=O)n2C
    x	x	4	x	4%	6%	x
CCOC(=O)N1CCN(S(=O)(=O)N2CCCC(C(=O)NCc3ccccc3OC)C2)CC1 (centres undefined)
    x	x	5	x	5%	u	x
CC1OC(O[C@@H]2[C@H](O)[C@@H](OC3OC(CO)C(O)C(O)C3O)[C@H](OC(=O)[C@]34CCC(C)(C)C[C@H]3C3=CCC5[C@@]6(C)CC[C@H](O[C@@H]7O[C@H](C(=O)O)[C@@H](O)[C@H](O[C@@H]8OC[C@@H](O)[C@H](O)[C@H]8O)[C@H]7O[C@@H]7O[C@H](CO)[C@H](O)[C@H](O)[C@H]7O)[C@@](C)(C=O)C6CC[C@@]5(C)[C@]3(C)C[C@H]4O)O[C@@H]2C)C(O)C(O)C1OC1OCC(O)C(O)C1O (some centres undefined)
    x	x	8	x	-10%[5.56 µM]	x	4%[11.5 µM]
COCCNC(=O)C[C@@H]1C[C@@H](C(C)C)[C@H](CNC(=O)c2cnccn2)C=C1C
    -3%[174 µM]	-1%[172 µM]	21	1%[172 µM]	1%[87.6 µM]	-16%[87.6 µM]	-6%[88.5 µM]
CCOc1ccc(CCNC(=O)c2cc3c(-c4ccccc4F)nn(C)c3s2)cc1OCC
    x	x	-1	x	-7%	-18%	x
CC(=O)N1CCC(N2C[C@H](O)C[C@H]2c2nc(-c3cccc(C)c3)no2)CC1
    u	20µM*	-5	u	-7%[87.6 µM]	169%[activator][87.6 µM]	-6%[88.5 µM]
CN(C)C(=O)c1ccc2oc(-c3cccnc3)nc2c1
    -13%	x	2	1%	0%	-4%	-1%
Cc1ccc(-n2nc3ccc(NC(=O)Cc4ccc(Cl)cc4)cc3n2)cc1
    x	x	-8	x	0%	8%	x
Cc1cnc(C(=O)N2CCCC(c3nnc(Cn4ccnc4)n3C)C2)cn1 (centres undefined)
    2%	4%	0	-6%	3%	10%	-6%
COCCN1C(=O)CO[C@H]2CN(C(=O)Nc3ccc(F)cc3)C[C@H]21
    -10%[174 µM]	-6%[172 µM]	13	0%[172 µM]	-1%[87.6 µM]	7%[87.6 µM]	-2%[88.5 µM]
Cc1ccc(-c2cc3c(=O)n(CCNC(=O)c4cc(F)ccc4F)ccn3n2)cc1C
    u	u	-10	40µM*	1%	87%[activator]	i
CCc1sc(Nc2cccc(C)c2)nc1-c1cc2cccc(OC)c2oc1=O
    x	x	0	x	-11%	9%	x
Cc1ccc(C)c(C(=O)NCc2nnc3cc(-c4nc(C(C)C)no4)ccn23)c1
    -20%	5%	39	-1%	12%	3%	5%
c1ccc(-c2noc(-c3ccccc3OC3CNC3)n2)cc1
    28µM*	22µM*	15	u	-4%	-4%	-5%
CCCCOc1ccc(C(=O)Nc2ccc(S(=O)(=O)Nc3nc(C)cc(C)n3)cc2)cc1
    x	x	4	x	-10%	-15%	x
N[C@@H](Cc1ccc(O)c(O)c1)C(=O)O
    x	x	x	x	7%&-10%	-14%&-2%	-1%&-40%
O=C(O)CC(O)C(=O)O (centres undefined)
    x	x	24	x	-8%[23.9 µM]	-51%[25.6 µM]	-3%
O=C(c1c[nH]c2cccnc12)N1CCOCC1
    -2%[174 µM]	x	14	-2%[230 µM]	-1%[87.6 µM]	u	-2%[88.5 µM]
O=C(Nc1ccc2c(c1)OCCO2)N1CCCC1Cc1noc(Cc2ccccc2)n1 (centres undefined)
    u	x	19	-23%	-15%	88%[activator]	i
CC(C)CCN1CC2(CCCN(C(=O)CN3C(=O)CN(C)C3=O)C2)CCC1=O (centres undefined)
    -14%	-2%	-11	3%	3%	-17%	i
COc1ccc(CN2CCc3nc(C(=O)N4CCOCC4)oc3CC2)cc1OC
    u	13%[172 µM]	8	u	4%[87.6 µM]	10%[87.6 µM]	-4%[88.5 µM]
O=C(O)CCc1cc2n(n1)CCCN(Cc1cn[nH]c1C(=O)O)C2
    i	-5%	36	i	-6%	-5%	-1%
COc1ccc(C(=O)N2CCC[C@H]2c2nc(-c3ccc(OC)c(OC)c3)no2)cc1F
    u	-13%	-1	-27%	-13%	86%[activator]	i
COc1ccc(C(=O)N2CCC(c3n[nH]c(=O)n3Cc3ccc(F)cc3)CC2)c(C)c1
    -20%	8%	20	-13%	6%	-13%	i
CC(C)(C)C(=O)Cn1c(=O)n(CCCCCC(=O)NCc2ccccc2Cl)c(=O)c2sccc21
    x	x	1	x	-24%	-8%	x
CS(=O)(=O)N1CCC(C2CCN(C(=O)Cc3c[nH]c4ccccc34)C2)CC1 (centres undefined)
    -22%	6%	24	-29%	-2%[12.5 µM]	64%[activator]	3%

Rewritten as labelled records: 4 of the compounds above.
canonical_smiles: O=C(O)CCc1cc2n(n1)CCCN(Cc1cn[nH]c1C(=O)O)C2
- 3T3 cytotox: i
- Luciferase inh: -5%
- IP6K1 inh: 36
- HEK cytotox: i
- SNCA viab count: -6%
- SNCA expr inh: -5%
- GPT2 inh: -1%

canonical_smiles: COc1ccc(C(=O)N2CCC[C@H]2c2nc(-c3ccc(OC)c(OC)c3)no2)cc1F
- 3T3 cytotox: u
- Luciferase inh: -13%
- IP6K1 inh: -1
- HEK cytotox: -27%
- SNCA viab count: -13%
- SNCA expr inh: 86%[activator]
- GPT2 inh: i

canonical_smiles: COc1ccc(C(=O)N2CCC(c3n[nH]c(=O)n3Cc3ccc(F)cc3)CC2)c(C)c1
- 3T3 cytotox: -20%
- Luciferase inh: 8%
- IP6K1 inh: 20
- HEK cytotox: -13%
- SNCA viab count: 6%
- SNCA expr inh: -13%
- GPT2 inh: i

canonical_smiles: CC(C)(C)C(=O)Cn1c(=O)n(CCCCCC(=O)NCc2ccccc2Cl)c(=O)c2sccc21
- 3T3 cytotox: x
- Luciferase inh: x
- IP6K1 inh: 1
- HEK cytotox: x
- SNCA viab count: -24%
- SNCA expr inh: -8%
- GPT2 inh: x
